VHR inh color: inhibitors of human VHR1 phosphatase (DUSP3). P51452. recombinant VHR phosphatase, colorimetric substrate read-out. inhibition, % at 20 µM. 50,000 compounds, 0.7% hits. AID 1992; in the data active = inhibition above about 60%; note: some results filed as inactive read as strong as hits
Target sequence (P51452 whole entry, looked up): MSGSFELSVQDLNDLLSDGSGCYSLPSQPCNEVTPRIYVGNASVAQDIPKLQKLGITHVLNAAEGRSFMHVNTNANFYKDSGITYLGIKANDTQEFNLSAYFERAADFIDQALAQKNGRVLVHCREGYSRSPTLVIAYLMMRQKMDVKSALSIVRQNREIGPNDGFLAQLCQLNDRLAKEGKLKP
* hit, by the source's call.

SMILES | VHR inh color
CCOC(=O)COc1cc(C)c2c(=O)c(-c3nc(C)cs3)coc2c1 | 4
CCOC(=O)c1ccc(NC(=O)CC(=O)Nc2ccc(C(=O)OCC)cc2)cc1 | -7
N#CC(C#N)=NNc1ccccc1C(=O)O | 2
COc1ccccc1C(=O)NNC(=O)CCN1C(=O)/C(=C/c2ccc(C)cc2)SC1=S | -16
O=[N+]([O-])c1ccc2c(c1)c(-c1ccccc1)c(CO)n2Cc1ccccc1 | 10
COc1ccc(S(=O)(=O)N2CCN(Cc3cccc(OC)c3OC)CC2)cc1 | 16
CC1=C(C(=O)OC2CCCCC2)C(c2ccc(Br)cc2)C2=C(CCCC2=O)N1 (centres undefined) | -1
Cc1cccc2c(=O)oc(-c3ccccc3Cl)nc12 | -19
CCOC(=O)NC(NC(=S)Nc1ccc(OCC)cc1)C(Cl)(Cl)Cl (centres undefined) | 2
Cc1ccc(S(=O)(=O)N/N=C/c2ccc(OS(=O)(=O)c3ccc([N+](=O)[O-])cc3)cc2)cc1 | 3
Cc1ccccc1C(=O)Nc1cccc(NC(=O)COc2ccc(Cl)cc2Cl)c1 | -11
O=C(CSCC(=O)Nc1ccccc1[N+](=O)[O-])Nc1ccccc1 | 3
Cc1c(N(C(=O)c2ccc(N)cc2)C(C)C)c(=O)n(-c2ccccc2)n1C | 9
OC(CNCc1ccccc1)(c1ccccc1)c1ccc(Cl)cc1 (centres undefined) | 4
COc1nc(Nc2ccccc2)nc(NC(C)(C)C)n1 | -18
Cc1cc(C)nc(NC(=O)c2cc(-c3ccc(C)s3)nc3ccccc23)c1 | 9
Cc1cc(NC(=O)c2ccc(I)cc2)ccc1NC(=O)c1ccccc1 | 1
Nc1nnc(-c2ccccc2-c2nnc(N)s2)s1 | -18
Clc1ccccc1CN1CCN(N=Cc2ccccc2)CC1 | -9
COc1cccc(CN2CCN(C(=O)C(c3ccccc3)c3ccccc3)CC2)c1OC | 13
Cc1ccc2oc(-c3ccccc3N)nc2c1 | 18
COc1cc(/C=N/N2C(=O)c3ccccc3C2=O)ccc1OCc1ccc(F)cc1 | 1
COC(=O)c1cnn2c(C(F)(F)F)cc(-c3cc(OC)c(OC)c(OC)c3)nc12 | 0
O=C(NCCNc1ccc([N+](=O)[O-])cc1)c1cccc(Br)c1 | 10
Cc1ccc(Cl)cc1NC(=O)c1ccccc1C(F)(F)F | -8

Three entries already listed, sorted by heavy-atom count, ascending:
SMILES | VHR inh color
O=[N+]([O-])c1ccc2c(c1)c(-c1ccccc1)c(CO)n2Cc1ccccc1 | 10
COc1ccc(S(=O)(=O)N2CCN(Cc3cccc(OC)c3OC)CC2)cc1 | 16
COC(=O)c1cnn2c(C(F)(F)F)cc(-c3cc(OC)c(OC)c(OC)c3)nc12 | 0

The results go on:
SMILES | VHR inh color
CC(C)Oc1ccc(NC(=O)CSc2nc3ccccc3s2)cc1 | -28
O=C1NC(=O)C(=Cc2ccc(OCCOc3ccccc3)cc2)C(=O)N1 | -20
Cc1ccc(C(=O)c2sc3nc(C)cc(C)c3c2N)c(C)c1 | 1
O=C(Nc1ccc(S(=O)(=O)Nc2nccs2)cc1)c1cc(-c2cccs2)nc2ccccc12 | 12
O=C(Nc1ccc(S(=O)(=O)N2CCCC2)cc1)c1ccc(Cl)cc1Cl | -14
O=C(CSc1cccc2cccnc12)Nc1nnc(-c2ccccc2)s1 | 30
CCCCCCCc1c(C#N)c(N)[nH]c(=S)c1C#N | 2
COCCCNC(=O)c1ccc(I)cc1 | -28
O=C1CCSc2nc(-c3cccc([N+](=O)[O-])c3)nn21 | 1
CN(C)CCCNC(=O)N1CCOCC1 | 7
CCC(=O)c1ccc(N2CCN(S(=O)(=O)c3ccccc3)CC2)c(F)c1 | 4
COc1ccc(C(=O)Nc2nc(C)c(C)s2)cc1OC | -1
Cc1ccc(CN2CCN(N=Cc3ccccc3Br)CC2)c(C)c1 | 2
C/C(=N\N1CCN(Cc2cccc3ccccc23)CC1)c1ccc(O)cc1 | -4
Cc1cc(=O)[nH]c(N(C)Cc2ccccc2)n1 | -68
N/C(=N\OC(=O)c1ccco1)c1ccc([N+](=O)[O-])cc1 | 1
COc1cccc(CN2CCN(C(=O)C(c3ccccc3)c3ccccc3)CC2)c1 | 4
COC(=O)Cn1c2c(c3cc(C)ccc31)CCCC2=NCc1ccccc1 | -17
O=C(COc1ccc(Cl)cc1Cl)Nc1cccc(NC(=O)c2ccco2)c1 | -2
CC1=NN(c2cccc(C(=O)O)c2)C(=O)/C1=C\c1ccc(-c2ccc3c(c2)COC3=O)o1 | 88
O=C(Nc1ccc(Cl)c(Cl)c1)C(=O)NC1CCCC1 | -8
O=C(COc1ccccc1)Nc1ccccc1-c1ccccc1 | 12
Cc1cc(-c2cc(-c3ccc(Cl)cc3)nc(N)c2C#N)co1 | 17
C(=N\n1cnnc1)/c1cn(CCOc2ccc(C3CCCCC3)cc2)c2ccccc12 | 8
COc1ccc(C(=O)N2CCN(C3CCCCC3)CC2)cc1OC | 3

Rewritten as labelled records: part of the list above.
Compound: O=C(COc1ccccc1)Nc1ccccc1-c1ccccc1
  VHR inh color: 12

Compound: Cc1cc(-c2cc(-c3ccc(Cl)cc3)nc(N)c2C#N)co1
  VHR inh color: 17

Compound: C(=N\n1cnnc1)/c1cn(CCOc2ccc(C3CCCCC3)cc2)c2ccccc12
  VHR inh color: 8

Compound: COc1ccc(C(=O)N2CCN(C3CCCCC3)CC2)cc1OC
  VHR inh color: 3

The list continues:
SMILES | VHR inh color
CCc1nc(NC(=O)NS(=O)(=O)c2ccccc2C(=O)OC)nc(OC)n1 | 3
COc1ccc(/C=C(/C#N)C(=O)Nc2ccccc2)cc1 | 4
Cc1cccc(NC(=O)/C(=C/c2cccc([N+](=O)[O-])c2)NC(=O)c2cccs2)c1 | 4
COc1ccc(OC(C)C(=O)Nc2ccc(Cl)cc2)cc1 (centres undefined) | -5
COc1cc(OC)c(OC)cc1CNCC1COc2ccccc2O1 (centres undefined) | 9
O=C(Nc1ccc(Cl)c(Cl)c1)Nc1nnc(-c2ccccc2Cl)s1 | -8
CCC(Sc1nc(C)cc(C)n1)C(=O)Nc1ccc(S(N)(=O)=O)cc1 (centres undefined) | -7
CC(C)(C)c1ccc(NC(=O)c2ccc(Br)cc2)c([N+](=O)[O-])c1 | 0
CCOC(=O)c1ccc(Nc2nc3nonc3nc2NCc2ccco2)cc1 | -18
COCCCN1C(=O)/C(=C\c2cccs2)SC1=S | -7
O=C(CSc1nnc(-c2ccco2)n1-c1ccccc1)NCc1ccco1 | 0
NS(=O)(=O)c1ccc(CCNC(=O)c2cccs2)cc1 | -5
O=Cc1ccccc1OCc1c(F)cccc1Cl | -21
Cc1cc(Cl)cc(C)c1OCCCCCN1CCOCC1 | 91
CCN(CC)C(=O)CN(c1ccc(C)cc1)S(C)(=O)=O | -19
Cc1ccccc1/C=C(/C#N)C(=O)Nc1cccc(Br)c1 | -11
COc1ccc(Br)cc1C(=O)Nc1ccc(Cl)cn1 | 14
COc1ccc(Br)cc1Cn1c(=O)[nH]c2cc([N+](=O)[O-])ccc21 | -6
COc1ccc(-c2nn(CN3CCOCC3)c(=S)o2)cc1 | 14
COC(=O)C1=C(C)N(c2ccc(C)c(C)c2)/C(=C/c2ccc(OC)cc2)C1=O | -3
Cc1ccc(C(=O)CCNc2cccc(Cl)c2)o1 | 6
N#CCN(CC#N)C(=O)CCCOc1ccc(Cl)cc1Cl | -1
O=C(COc1ccccc1Cl)NNC(=O)c1ccc2ccccc2c1 | -10
Cc1cccc(N2C(=O)NC(=O)/C(=C/c3cccc4ccccc34)C2=O)c1 | -11
CCOC(=O)C1=C(O)/C(=C/c2ccccc2O)N=C1C | -4
The listing continues:
SMILES | VHR inh color
N/N=C(\c1ccccc1)C12CN3CN(CN(C3)C1)C2 | -10
O=C(CSc1ccc(Cl)cc1)Nc1ccc(F)c(Cl)c1 | -3
COc1ccc(N2C(=O)c3ccccc3NC2c2cccc(F)c2)cc1 (centres undefined) | -4
O=C(N/N=C/c1cc2c(cc1Br)OCO2)c1cccc2ccccc12 | 6
Cc1ccccc1C(=O)Nc1nc2ccc(Cl)cc2s1 | -7
Cc1oc2cc(Br)c(OC(=O)C(C)(C)C)cc2c1C(=O)OC(C)C | -11
c1n[nH]c(SCc2ccc(CSc3ncn[nH]3)cc2)n1 | 2
COc1ccc(OC)c(/C=N/NC(=O)CSc2ncccn2)c1 | -27
CCCCNC(=O)C(=O)NCCCO | 0
CC(=O)Nc1ccc(S(=O)(=O)NC(C)(C)C)cc1 | -11
NCCC12CC3CC(C1)CC(CCN)(C3)C2 | -2
Cc1ccc(C(=O)Nc2cccnc2)cc1S(=O)(=O)N1CCOCC1 | -18
COc1ccc(OC)c(S(=O)(=O)N2CCOCC2)c1 | -38
COc1cccc(/C=N/NC(=O)Cn2c(-c3nonc3N)nc3ccccc32)c1OCc1ccc(Cl)cc1Cl | -27
O=C(c1ccccc1)c1cc2c(cc1Br)OCCCO2 | -20
O=C(O)c1ccc(NC(=O)c2cccs2)c(NC(=O)c2cccs2)c1 | 10
CC1=NN(c2nc(-c3ccccc3)cs2)C(=O)/C1=C\c1ccc(O)cc1 | 0
COc1ccccc1N1C(=O)NC(=O)/C(=C\c2ccc(Br)cc2)C1=O | 1
Cc1cc(N2CCOCC2)nc(N2CCOCC2)n1 | -14
CC1(C)CC(=O)C2=C(C1)c1c(ccc3ccccc13)NC2c1ccc(N2CCOCC2)cc1 (centres undefined) | 1
Cc1ccc(Cl)cc1NC(=O)c1cncc(Br)c1 | -11
COc1cc(-c2noc(-c3ccc(Cl)cc3)n2)cc(OC)c1OC | -9
O=C1C(=O)N(c2cccc(Cl)c2)C(c2ccccc2F)/C1=C(\O)c1ccccc1 (centres undefined) | -18
COCCNS(=O)(=O)c1ccc(Cl)cc1 | -21
COc1cc(NS(=O)(=O)c2ccc3ccccc3c2)cc(OC)c1 | 6

Exported as labelled records: part of the list above
Cc1oc2cc(Br)c(OC(=O)C(C)(C)C)cc2c1C(=O)OC(C)C
  VHR inh color: -11
c1n[nH]c(SCc2ccc(CSc3ncn[nH]3)cc2)n1
  VHR inh color: 2
COc1ccc(OC)c(/C=N/NC(=O)CSc2ncccn2)c1
  VHR inh color: -27
CCCCNC(=O)C(=O)NCCCO
  VHR inh color: 0

Next section:
SMILES | VHR inh color
O=[N+]([O-])c1ccc(-c2nnc(-c3ccccc3)c(-c3ccccc3)n2)cc1 | -23
C/C(=N/OCC(=O)Nc1oc(-c2ccccc2)c(-c2ccccc2)c1C#N)c1cccs1 | -18
Cc1cccc(C)c1OCC(=O)Nc1ccccc1O | -12
CCCCn1c(=O)c(C(=O)Nc2ccc(Br)cc2)c(O)c2ccccc21 | -27
Cc1ccc(-n2nc3cc(C)c(NC(=O)c4ccccc4)cc3n2)cc1 | -12
Cc1cccc(-n2c(=S)[nH]c3ccccc3c2=O)c1 | 2
CC(C)c1ccc(N2C(=O)NC(=O)/C(=C/c3ccc(Br)o3)C2=O)cc1 | 82*
Cc1ccc(NC(=O)CSc2ccccn2)cc1 | -17
C=CCOc1ccc(/C=C2\C(=O)NC(=O)N(c3ccc(C)cc3)C2=O)cc1 | 6
CCOC(=O)C1=C(N)OC2=C(C(=O)CC(c3ccccc3Cl)C2)C1c1ccccc1Cl (centres undefined) | 3
COc1cc(/C=C/C(=O)c2ccc(Cl)cc2)cc(OC)c1OC | -10
O=C(Nc1ccccc1C(=O)Nc1ccc(Cl)cc1)c1ccc([N+](=O)[O-])cc1 | -7
C(=Nc1ccc(N=Cc2ccccn2)cc1)c1ccccn1 | -11
Cc1ccc2nc(-c3ccc(C)c(NC(=O)COc4ccc(Cl)cc4C)c3)oc2c1 | 28
COc1cc(NC(=O)c2ccco2)cc(OC)c1 | -9
CN=C1S/C(=C\c2cc3c(cc2Br)OCO3)C(=O)N1C | -1
O=C(/C=C/c1ccccc1)Nc1ccccc1C#Cc1ccccc1 | -4
CC12CC(O)C3(F)C(CCC4=CC(=O)C=CC43C)C1CC=C2C(=O)CO (centres undefined) | 3
O=C1CC(N2CCN(c3ccc(Cl)cc3)CC2)C(=O)N1c1cccc(Br)c1 (centres undefined) | -23
O=C(CC1(c2ccccc2)C(=O)c2ccccc2C1=O)NC1CCCCC1 | -9
O=[N+]([O-])c1cn(Cc2ccc(F)cc2)cn1 | -3
CN1CCN(C(=O)c2cc3nc(-c4ccc(Cl)c(Cl)c4)cc(C(F)(F)F)n3n2)CC1 | -18
CCOC(=O)C(=CNc1cccc(C(=O)O)c1)C(=O)OCC | -5
Cc1nc2ccccc2n1Cc1ccccc1Br | -10
Oc1ccc(-c2cn3ccccc3n2)cc1O | 10
(list continues)
SMILES | VHR inh color
O=C1CC(NCCc2ccccc2)C(=O)N1CCc1ccccc1 (centres undefined) | -5
O=C(O)COc1ccc2c3c(c(=O)oc2c1)CCCC3 | 2
CC(C)N(C(=O)COc1ccc(Cl)cc1Cl)C(C)C | 7
CC1=C(C(=O)Nc2ccccc2)C(c2ccc(C)cc2)NC(=O)N1 (centres undefined) | 0
CCCCOc1cccc(C(=O)Nc2cccc(-c3nc4ncccc4o3)c2)c1 | 4
COC(=O)CN(c1cc(C)ccc1OC)S(=O)(=O)c1ccccc1 | 12
COc1ccc(Nc2nc(-c3ccc4ccccc4c3)cs2)cc1 | -23
O=C(c1sc2ccccc2c1Cl)N1CCN(Cc2ccccc2)CC1 | -4
CC(C)(C)NCCOc1ccc(Br)cc1 | -78
O=C(CNC(=O)c1cccc(F)c1)N=Nc1c(O)n(Cc2ccc3c(c2)OCO3)c2ccccc12 | -16
COc1ccccc1N1CCN(C(=O)CN(c2ccc(C)cc2C)S(=O)(=O)c2ccccc2)CC1 | -5
CCOC(=O)c1ccc2c(c1)C1C=CCC1C(c1ccc([N+](=O)[O-])cc1)N2 (centres undefined) | -18

Screens: PubChem, Sanford-Burnham Center for Chemical Genomics

A portion of the library, so the mix of outcomes need not match the whole.
